High-throughput results deposited in PubChem by National Center for Advancing Translational Sciences (NCATS).
BAZ2B block: inhibitors of human BAZ2B bromodomain. Q9UIF8. AlphaScreen BAZ2B-H3K14Ac peptide displacement. Potency, µM (doses to about 114 µM), for the others: top-dose activity change, negative = inhibition, hits mostly inhibitors. 360,000 compounds, 4.4% hits. AID 504333; also: % is scaled to controls: 0 for no effect and ±100 for the full control effect; nearly all actives have a fitted effect of over 60% in size
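Complex of BAZ2B and biotin-H3K14Ac (50 nM apiece) forms over 30 min at RT, then faces library compounds up to 110 uM for another 30 min; AlphaScreen beads added, 20 min dark incubation, luminescence read.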
G9a block: G9a (human) methyltransferase inhibition; G9a H3K9 monomethylation, AlphaScreen, 2 h; AID 504332; Potency, µM (top dose mostly 102 µM), without a hit: at the highest dose activity, negative = inhibition, most hits filed as inhibitors; 350,000 compounds, 8.8% hits; Q96KQ7; also: % is scaled to controls: 0 for no effect and ±100 for the full control effect; nearly all actives have a fitted effect of over 75% in size
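Methyltransferase reactions run at room temperature for 2 h (20 nM enzyme, 500 nM biotin-H3K9 peptide, 20 uM SAM) after a 15 min compound preincubation; product detected by AlphaScreen beads and anti-H3K9me1 antibody.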
APEX1 inh: blocks human APE1 abasic DNA cleavage | Potency, µM (series often up to 65.8 µM), without a hit: top-dose activity change, negative = inhibition, hits mostly inhibitors | 350,000 compounds, 0.35% hits | recombinant APE1, TAMRA/BHQ-2 abasic DNA cleavage fluorescence | P27695;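 also: plate controls were vehicle for no effect and reference inhibitor for full effect; nearly all actives have a fitted effect of over 55% in size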
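Endonuclease cleavage of a quenched abasic-site DNA duplex (50 nM) by APE1 (0.75 nM) was tracked by TAMRA dequenching. Compounds were preincubated with enzyme 15 min at room temperature; data normalized to buffer-only and DMSO wells plus NSC13755 control.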
POLI inh: blocks human DNA polymerase iota activity. Potency, µM (highest dose often 115 µM), without a hit: at the highest dose activity, negative = inhibition, hits mostly inhibitors. Q9UNA4. 390,000 compounds, 1% hits. Pol iota fluorescent replication assay, 10 min
Target sequence (Q9UNA4 whole entry, looked up): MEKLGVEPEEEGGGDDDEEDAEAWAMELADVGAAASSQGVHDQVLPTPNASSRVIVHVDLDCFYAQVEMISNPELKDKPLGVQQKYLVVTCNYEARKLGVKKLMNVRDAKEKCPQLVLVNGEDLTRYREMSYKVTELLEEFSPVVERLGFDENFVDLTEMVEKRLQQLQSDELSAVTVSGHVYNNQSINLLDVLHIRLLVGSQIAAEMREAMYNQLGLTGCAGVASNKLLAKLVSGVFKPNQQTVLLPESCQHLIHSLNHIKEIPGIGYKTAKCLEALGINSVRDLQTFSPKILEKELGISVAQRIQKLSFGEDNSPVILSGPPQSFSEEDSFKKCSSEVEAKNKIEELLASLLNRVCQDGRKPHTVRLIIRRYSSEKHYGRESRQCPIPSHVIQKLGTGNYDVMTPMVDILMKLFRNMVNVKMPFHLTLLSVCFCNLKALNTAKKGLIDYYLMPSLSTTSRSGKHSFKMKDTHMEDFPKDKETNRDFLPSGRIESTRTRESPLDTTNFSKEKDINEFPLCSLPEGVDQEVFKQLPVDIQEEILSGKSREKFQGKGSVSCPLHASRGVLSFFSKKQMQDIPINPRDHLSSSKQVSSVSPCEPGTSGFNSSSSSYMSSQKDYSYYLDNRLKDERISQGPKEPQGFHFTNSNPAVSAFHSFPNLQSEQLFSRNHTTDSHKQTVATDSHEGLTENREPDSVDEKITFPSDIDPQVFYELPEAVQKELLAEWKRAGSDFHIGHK
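Pol iota at 10 nM preincubated 15 min with compounds at room temperature; reaction started with fluorescent substrate, 50 nM final. Fluorescence read kinetically at 0 and 10 min; buffer-only wells as negative control.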
Anesthetic bind: binds horse apoferritin like a general anesthetic. 350,000 compounds, 0.074% hits. apoferritin/1-aminoanthracene competitive binding, fluorescence. P02791. AID 485281. Potency, µM (series often up to 77.5 µM), for inactives: at the highest dose activity change, negative = displacement, most hits filed as inhibitors; also: % is scaled to controls: 0 for no effect and ±100 for the full control effect; nearly all actives have a fitted effect of over 20% in size
Target sequence (P02791 2-175 limits assumed): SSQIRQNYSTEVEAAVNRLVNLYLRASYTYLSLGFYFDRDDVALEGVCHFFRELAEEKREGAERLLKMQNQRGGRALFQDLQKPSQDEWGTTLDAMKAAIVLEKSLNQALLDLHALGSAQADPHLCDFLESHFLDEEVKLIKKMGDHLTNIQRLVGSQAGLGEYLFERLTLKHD
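In PBS, apoferritin at 10 uM is loaded with 1-AMA from a 50% saturated solution. After 10 min of compound exposure at ambient temperature, reduced 535 nm fluorescence indicates probe displacement.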
POLH inh: DNA polymerase eta (human) inhibition. Potency, µM (top dose mostly 114 µM), inactives show top-dose activity change, negative = inhibition, most hits filed as inhibitors. 390,000 compounds, 1.2% hits. recombinant Pol eta, fluorescent DNA replication assay. AID 588591; also: % is scaled to controls: 0 for no effect and ±100 for the full control effect
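Pol eta at 10 nM preincubated with compounds 15 min at room temperature; reaction started with fluorescent substrate (50 nM final) and read kinetically at 0 and 10 min.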
BLM helicase inh: blocks DNA unwinding by human BLM helicase. P54132. recombinant BLM DNA unwinding, fluorescence dequenching. Potency, µM (series often up to 56.1 µM), inactives show at the top dose activity change, negative = inhibition, hits mostly inhibitors. 350,000 compounds, 0.2% hits;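 also: plate controls were vehicle for no effect and no enzyme for full effect; nearly all actives have a fitted effect of over 35% in size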
POLB inh: DNA polymerase beta (human) inhibition; P06746; Potency, µM (series often up to 114 µM), inactives show at the top dose activity change, negative = inhibition, actives largely listed as inhibitors; Pol beta primer extension/strand displacement, fluorescence kinetic; 340,000 compounds, 1.3% hits; also: % is scaled to controls: 0 for no effect and ±100 for the full control effect
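Curves were derived by four-parameter Hill fits of normalized qHTS data. The kinetic fluorescent primer-extension read was taken at 0 and 10 min after 50 nM substrate, following a 15 min room-temperature preincubation of 10 nM enzyme with compounds.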
POLK inh: inhibitors of human DNA polymerase kappa. Q9UBT6. purified Pol kappa, fluorescent DNA synthesis assay, 10 min. Potency, µM (top dose mostly 107 µM), for inactives: at the highest dose activity, negative = inhibition, most hits filed as inhibitors. 400,000 compounds, 0.53% hits; also: % is scaled to controls: 0 for no effect and ±100 for the full control effect
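Readout: fluorescence, taken kinetically at 0 and 10 min. Conditions: 10 nM Pol kappa, 15 min RT compound preincubation, 50 nM substrate final. Controls: enzyme-free buffer wells.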
* marks the source's active call; other numbers are inactive results; [ ] = dose if it differs, or a comment. Calls follow the shape of the dose curve; as a rule, active = well fitted curve in the direction sought with a large enough effect; inconclusive = small, poorly fitted or top-dose-only effect, or another doubt; inactive = no such curve, though single readings can be large; an effect the other way counts as inactive or inconclusive. Potency is read from the fitted curve at half-maximal effect.

`COc1ccc(CNC(=O)c2cccc(S(=O)(=O)N3CCCCC3)c2)cc1OC` gave BAZ2B block -1%, G9a block 8%[59 µM], APEX1 inh -32%, POLI inh -9%, POLH inh -1% and POLK inh 6%.
`COc1ccc(-c2ccc(CCC(=O)O)o2)cc1` gave BAZ2B block -30%, G9a block 28µM*, APEX1 inh 2%, POLI inh inconclusive, Anesthetic bind -3%, POLH inh 7%, BLM helicase inh -1%, POLB inh 3% and POLK inh -22%.
O=C(NCCc1ccccc1)C1CCN(C(=O)Nc2ccccc2)CC1 was read as BAZ2B block 4%, G9a block -29%, APEX1 inh 7%, POLI inh -7%, POLH inh -15% and POLK inh -8%.
O=C(CCl)N=c1sccn1Cc1cccc2ccccc12 was read as BAZ2B block -13%, G9a block inconclusive, APEX1 inh 12%, POLI inh -11%, Anesthetic bind inconclusive, POLH inh -5%, BLM helicase inh -2%, POLB inh 2% and POLK inh 0%.
`NS(=O)(=O)c1cc(C(=O)NCCc2ccccn2)ccc1Cl` gave BAZ2B block 0%, G9a block 29%, APEX1 inh 1%, POLI inh 9%, Anesthetic bind 11%, POLH inh -6%, BLM helicase inh 0%, POLB inh -14% and POLK inh -3%.
`COc1ccc(CNC(=O)COC(=O)CC2CC3CCC2C3)cc1OC` (stereo not drawn) gave BAZ2B block -30%, G9a block inconclusive, APEX1 inh 8%, POLI inh 7%, Anesthetic bind inconclusive, POLH inh -7%, BLM helicase inh 0%, POLB inh 3% and POLK inh -6%.
O=c1c2ccccc2nc(COc2ccccc2)n1/N=C/c1ccc(O)c(O)c1 was read as BAZ2B block 45µM*, G9a block 3.2µM*, APEX1 inh inconclusive, POLI inh inconclusive, Anesthetic bind -6%, POLH inh 32µM*, BLM helicase inh -26%, POLB inh inconclusive and POLK inh inconclusive.
Screening COc1ccc(/C=N/NC(=O)c2nc(-c3ccccc3)n(-c3ccccc3)n2)cc1 returned BAZ2B block -4%, G9a block 0%, APEX1 inh -6%, POLI inh 21%, Anesthetic bind -19%, POLH inh -18%, BLM helicase inh 6%, POLB inh 1% and POLK inh -9%.
Screening Cc1ccc2[nH]c(=O)c(CN(CCCN(C)C)C(=S)NCCc3ccccc3)cc2c1 returned BAZ2B block -26%, G9a block inconclusive, APEX1 inh 2%, POLI inh 120%[activator], Anesthetic bind -18%, POLH inh -22%, BLM helicase inh -8%, POLB inh 3% and POLK inh -1%.
`COc1ccc(-c2noc(CCCC(=O)N3CCOCC3)n2)cc1` gave BAZ2B block -2%, G9a block 14%[12.7 µM], APEX1 inh 2%, POLI inh -6%, Anesthetic bind -7%, POLH inh -17%, BLM helicase inh -1%, POLB inh 87% and POLK inh -3%.
For CCCS(=O)(=O)N1CCC(n2c(C(F)(F)F)nc3cccnc32)CC1 the results were BAZ2B block 2%, G9a block 12%[59 µM], POLI inh 8%, Anesthetic bind 1%, POLH inh -13%, BLM helicase inh 1%, POLB inh 33% and POLK inh -24%.
For CCOc1ccc(NC(=O)C2CCCN(S(=O)(=O)c3cccc4nsnc34)C2)cc1 (stereo not drawn) the results were BAZ2B block 6%, G9a block -45%, APEX1 inh 15%, POLI inh 5%, Anesthetic bind -9%, POLH inh 15%, BLM helicase inh -1%, POLB inh -1% and POLK inh -5%[60.1 µM].
Cc1ccc(Nc2nc3ccccc3c(=O)s2)cc1C was read as BAZ2B block 10%, G9a block 42%[activator], APEX1 inh -10%, POLI inh 0%, Anesthetic bind -2%, POLH inh -14%, BLM helicase inh 0%, POLB inh 13% and POLK inh -12%.
`CCC1=Nc2cc(C(=O)NCCN3CCOCC3)ccc2Sc2ccccc21` gave BAZ2B block -39%, APEX1 inh -4%, POLI inh 2%, Anesthetic bind -11%, POLH inh 1%, BLM helicase inh -1%, POLB inh 24% and POLK inh -16%.
Screening CCOC(=O)C1=C(C)N(c2ccccc2)C(=O)C1CC(=O)O (stereo not drawn) returned BAZ2B block 4%, G9a block 18µM*, APEX1 inh -2%, POLI inh 13%, Anesthetic bind -13%, POLH inh -11%, BLM helicase inh 0%, POLB inh 3% and POLK inh -7%.
Screening Nc1c(C(=O)CSc2nc(-c3ccccc3)cs2)c(=O)[nH]c(=O)n1C1CC1 returned BAZ2B block 10%, G9a block inconclusive, APEX1 inh 7%, POLI inh -19%, POLH inh -18% and POLK inh -3%.
For CC(=O)CCc1oc2ccc(NC(C)=O)cc2c1-c1ccc(C)o1 the results were BAZ2B block inconclusive, G9a block 13µM*, APEX1 inh -3%, POLI inh 16%, Anesthetic bind -2%, POLH inh -18%, BLM helicase inh -1%, POLB inh 25% and POLK inh -13%.
`COc1ccc(C(=O)C2CCCN(C(=O)CCC3=NNC(=O)CC3)C2)c(C)c1` (stereo not drawn) gave BAZ2B block -12%, G9a block 7%, APEX1 inh 6%, POLI inh 56%[activator], Anesthetic bind -8%, POLH inh -17%, BLM helicase inh -7%, POLB inh 6% and POLK inh -3%.
Screening CCS(=O)(=O)c1nc(S(=O)(=O)c2ccc(Cl)cc2)c(N2CCOCC2)s1 returned BAZ2B block 1%, G9a block -11%, APEX1 inh 17%, POLI inh 17%, Anesthetic bind -1%, POLH inh -3%, BLM helicase inh -1%, POLB inh 1% and POLK inh 8%.
Screening CCC(CC)C(=O)Nc1nc2c(s1)CC(C)CC2 (stereo not drawn) returned BAZ2B block -16%, G9a block -21%[59 µM], POLI inh 25%, Anesthetic bind inconclusive, POLH inh -10%, BLM helicase inh -3%, POLB inh -16% and POLK inh 4%.
For O=C(NCc1cccnc1)c1ccc(-c2cc3ccccc3oc2=O)cc1 the results were BAZ2B block -36%, G9a block 32%[activator][12.7 µM], APEX1 inh 3%, POLI inh 79µM*, Anesthetic bind -6%, POLH inh -7%, BLM helicase inh -21%, POLB inh inconclusive and POLK inh -19%.
COc1ccc(NS(=O)(=O)c2cc(NC(=O)[C@@H](NC(N)=O)C(C)C)ccc2C)cc1 was read as BAZ2B block 1%, G9a block 4%[12.7 µM], APEX1 inh -8%, POLI inh 5%, Anesthetic bind -8%, POLH inh 1%, BLM helicase inh -2%, POLB inh 1% and POLK inh -8%.
`CC(=O)c1ccc(NS(=O)(=O)c2ccc3[nH]c4c(c3c2)CCCC4)cc1` gave BAZ2B block 79µM*, G9a block inconclusive, POLI inh -14%, Anesthetic bind -16%, POLH inh -15%, BLM helicase inh -9%, POLB inh -33% and POLK inh -13%.
Screening O=C(CC(c1ccccc1)c1cc(Br)ccc1O)NCCCN1CCOCC1 (stereo not drawn) returned BAZ2B block 3%, G9a block -13%[0.501 µM], APEX1 inh 21%, POLI inh -9%, Anesthetic bind -3%, POLH inh -2%, BLM helicase inh -9%, POLB inh -1% and POLK inh -4%.
Screening O=C1CC(C(=O)N2CCN(c3ccccc3Cl)CC2)CN1Cc1ccccc1 (stereo not drawn) returned BAZ2B block 5%, G9a block 7%[12.7 µM], APEX1 inh -6%, POLI inh -21%, POLH inh -11% and POLK inh -11%.
`O=C(O)Cc1csc2ccccc12` gave BAZ2B block 2%, G9a block -6%[12.7 µM], APEX1 inh -3%, POLI inh 1%, Anesthetic bind -8%, POLH inh -5%, BLM helicase inh -4%, POLB inh -9% and POLK inh 3%.
For CC(C)(C)SCCNC(=O)CN(c1ccccc1)S(=O)(=O)c1ccccc1 the results were BAZ2B block 0%, G9a block 4%, APEX1 inh -3%, POLI inh -4%, Anesthetic bind -14%, POLH inh -25%, BLM helicase inh -5%, POLB inh -2% and POLK inh 1%.
`Cc1ccc(S(=O)(=O)N(C)C)cc1NC(=O)COC(=O)C1(c2ccccc2)CC1` gave BAZ2B block 4%, G9a block -7%, APEX1 inh -14%, POLI inh -6%, POLH inh -1% and POLK inh -18%.

Entries above that have a halogen:
O=C(CCl)N=c1sccn1Cc1cccc2ccccc12 was read as BAZ2B block -13%, G9a block inconclusive, APEX1 inh 12%, POLI inh -11%, Anesthetic bind inconclusive, POLH inh -5%, BLM helicase inh -2%, POLB inh 2% and POLK inh 0%.
`NS(=O)(=O)c1cc(C(=O)NCCc2ccccn2)ccc1Cl` gave BAZ2B block 0%, G9a block 29%, APEX1 inh 1%, POLI inh 9%, Anesthetic bind 11%, POLH inh -6%, BLM helicase inh 0%, POLB inh -14% and POLK inh -3%.
For CCCS(=O)(=O)N1CCC(n2c(C(F)(F)F)nc3cccnc32)CC1 the results were BAZ2B block 2%, G9a block 12%[59 µM], POLI inh 8%, Anesthetic bind 1%, POLH inh -13%, BLM helicase inh 1%, POLB inh 33% and POLK inh -24%.
Screening CCS(=O)(=O)c1nc(S(=O)(=O)c2ccc(Cl)cc2)c(N2CCOCC2)s1 returned BAZ2B block 1%, G9a block -11%, APEX1 inh 17%, POLI inh 17%, Anesthetic bind -1%, POLH inh -3%, BLM helicase inh -1%, POLB inh 1% and POLK inh 8%.
Screening O=C(CC(c1ccccc1)c1cc(Br)ccc1O)NCCCN1CCOCC1 (stereo not drawn) returned BAZ2B block 3%, G9a block -13%[0.501 µM], APEX1 inh 21%, POLI inh -9%, Anesthetic bind -3%, POLH inh -2%, BLM helicase inh -9%, POLB inh -1% and POLK inh -4%.
Screening O=C1CC(C(=O)N2CCN(c3ccccc3Cl)CC2)CN1Cc1ccccc1 (stereo not drawn) returned BAZ2B block 5%, G9a block 7%[12.7 µM], APEX1 inh -6%, POLI inh -21%, POLH inh -11% and POLK inh -11%.

These rows are one share of the data. The share of hits here may be higher or lower than overall.
